BoNT-A LC inh2: BoNT/A light chain protease inhibitors, primary screen, biochemical, flow cytometry, MLPCN library. hit rate 0.17% among 360,000. Botulinum neurotoxin type A light chain protease (Clostridium botulinum A str. ATCC 3502). AID 588499, 2011. multiplex microsphere protease substrate cleavage. inhibition, % at 10 µM; also: plate controls were buffer without enzyme for full effect and enzyme alone for no effect
GDH-TPI inh: GDH-TPI coupling enzyme inhibitors, primary screen, artefact control for M. tuberculosis FBA inhibitor project, biochemical, absorbance, full deck | hit rate 1.2% among 360,000 | GDH-TPI coupled enzyme counterscreen, NADH absorbance | inhibition, % at 4.8 µM; in the data active = inhibition above about 30%;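 also: 0% = DMSO wells and 100% = wells lacking the enzyme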
BoNT-F LC inh: BoNT/F light chain protease inhibitors, primary screen, biochemical, flow cytometry, MLPCN library; Botulinum neurotoxin type F light chain protease (Clostridium botulinum); Multiplex microsphere protease cleavage assay; inhibition, % at 10 µM; hit rate 0.22% among 360,000; AID 588497, 2011; in the data active = inhibition above about 35%, passing the limit was not always enough; inconclusive = no clear call, values can overlap the other calls; also: plate controls were buffer without enzyme for full effect and enzyme alone for no effect
FadD28 binding: inhibitors of FadD28 bisubstrate probe binding, primary screen, biochemical, fluorescence polarization, single point | inhibition, % at 12.5 µM | hit rate 0.22% among 360,000 | Mycobacterium tuberculosis FadD28 fatty-acid-AMP ligase; in the data active = inhibition above about 8.5%, passing the limit was not always enough; inconclusive = no clear call, values can overlap the other calls
PfHsp40 yeast: rescue of yeast from PfHsp40 toxicity, primary screen, S. cerevisiae, ATP luminescence. S. cerevisiae expressing PfHsp40, growth rescue. growth rescue, % at 12.5 µM. hit rate 0.68% among 340,000; in the data active = growth rescue above about 28%, passing the limit was not always enough; inconclusive = no clear call, values can overlap the other calls;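 also: yeast W303a lacking pdr1 and pdr3 grown in galactose medium; growth measured after three days at 30 °C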
Mtb UGM inh: M. tuberculosis UGM enzyme inhibitors, primary screen, biochemical, fluorescence polarization, single point; UDP-galactopyranose mutase (Mycobacterium tuberculosis (strain ATCC 25618 / H37Rv)), …; purified UGM, fluorescence polarization probe displacement; inhibition, % at 10 µM; hit rate 0.06% among 320,000; in the data active = inhibition above about 10%, passing the limit was not always enough; inconclusive = no clear call, values can overlap the other calls
BioA inh: M. tuberculosis BioA enzyme inhibitors, primary screen, biochemical, plate reader, single point, HTS; 7,8-diaminopelargonic acid synthase BioA (Mycobacterium tuberculosis); purified M. tuberculosis BioA enzyme; inhibition, % at 9.99 µM; hit rate 0.096% among 360,000; in the data active = inhibition above about 40%; inconclusive = no clear call, values can overlap the other calls
FBA Mtb inh: Mtb FBA enzyme inhibitors, primary screen, biochemical, fluorescence, strain H37Rv; Fructose-bisphosphate aldolase (Mycobacterium tuberculosis (strain ATCC 25618 / H37Rv)), …; purified M. tuberculosis FBA, fluorescence read-out; inhibition, % at 1 µM; hit rate 2.3% among 360,000; AID 588726, 2011; in the data active = inhibition above about 27%;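 also: 0% = vehicle and 100% = reference inhibitor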
Anthrax LF inh2: Bacillus anthracis LF protease inhibitors, primary screen, biochemical, multiplex microsphere, MLPCN library. Lethal factor (Bacillus anthracis), P15917. multiplex microsphere protease cleavage assay. inhibition, % at 10 µM. AID 588501, 2011. hit rate 0.12% among 360,000; also: plate controls were buffer without enzyme for full effect and enzyme alone for no effect
Target sequence (P15917 whole entry, looked up): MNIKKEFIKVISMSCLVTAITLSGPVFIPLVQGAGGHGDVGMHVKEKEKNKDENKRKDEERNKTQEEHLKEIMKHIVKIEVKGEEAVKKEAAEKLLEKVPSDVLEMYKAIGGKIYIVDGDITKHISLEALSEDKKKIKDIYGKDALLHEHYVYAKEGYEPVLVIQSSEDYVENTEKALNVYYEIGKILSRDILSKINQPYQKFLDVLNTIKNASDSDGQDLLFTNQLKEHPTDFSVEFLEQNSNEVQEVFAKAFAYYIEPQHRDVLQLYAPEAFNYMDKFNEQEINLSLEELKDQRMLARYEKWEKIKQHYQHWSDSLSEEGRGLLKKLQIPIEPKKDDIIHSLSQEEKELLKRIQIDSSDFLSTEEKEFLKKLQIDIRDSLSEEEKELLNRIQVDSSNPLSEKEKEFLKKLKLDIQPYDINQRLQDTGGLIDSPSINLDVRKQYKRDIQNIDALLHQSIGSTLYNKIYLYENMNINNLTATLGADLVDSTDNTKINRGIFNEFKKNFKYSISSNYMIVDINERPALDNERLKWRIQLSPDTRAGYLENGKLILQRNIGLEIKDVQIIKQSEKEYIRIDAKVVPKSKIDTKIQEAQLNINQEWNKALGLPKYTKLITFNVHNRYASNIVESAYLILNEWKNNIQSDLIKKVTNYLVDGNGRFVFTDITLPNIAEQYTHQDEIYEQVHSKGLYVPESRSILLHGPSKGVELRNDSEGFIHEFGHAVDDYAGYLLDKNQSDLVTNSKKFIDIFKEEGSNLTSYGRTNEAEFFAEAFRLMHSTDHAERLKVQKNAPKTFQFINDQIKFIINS
* hit, by the source's call; ? = inconclusive; . = not tested or not shown. Rule as the data show it, unless noted: active = inhibition above about 30%; inconclusive = no clear call, values can overlap the other calls; inactive = below that.

SMILES	BoNT-A LC inh2	GDH-TPI inh	BoNT-F LC inh	FadD28 binding	PfHsp40 yeast	Mtb UGM inh	BioA inh	FBA Mtb inh	Anthrax LF inh2
COc1cccc(C2/C(=C(/O)c3ccccc3)C(=O)C(=O)N2CCCC(=O)O)c1 (stereo unspecified)	-0.7	20	0	-1.4	0.0	.	-0.3	1	4
O=C(OCC(=O)c1cccc2ccccc12)c1ccc(CO)cc1	-2.8	-6	-2	-6.7	0.6	-5.7	-1.3	-2	-2
CN(Cc1ccccc1)C1CCNCC1	1.5	-7	?	-4.7	0.2	2.6	-1.6	-3	-10
Cn1c(=O)c2c(nc(Br)n2CCSc2nc3ccccc3o2)n(C)c1=O	-0.8	-13	-2	-4.1	0.3	-0.1	1.0	1	-2
COc1ccc(NC(C)(C)c2nnnn2-c2c(C)cccc2C)cc1	?	5	?	-1.3	1.2	5.6	.	2	-5
O=C(CCc1nnc2ccc(NCCCN3CCCC3=O)nn12)NCc1ccccc1Cl	0.2	2	5	-1.7	-0.5	0.5	-0.3	-1	-1
CCOCCCNC(=S)N1CCC(C(=O)c2ccc3c(c2)OCCO3)CC1	-0.5	-2	-4	-2.0	-0.5	-0.7	.	-2	-1
CC(=O)Nc1ccc(NC(=O)CN(c2ccc(C34CC5CC(CC(C5)C3)C4)cc2)S(C)(=O)=O)cc1	0.4	9	-8	-0.7	1.1	1.2	-1.3	4	1
CCn1nnnc1NCc1cccc(Cl)c1	0.3	6	4	-1.7	-1.2	3.3	-1.6	1	1
CC(=O)Nc1ccc(CN2CCc3c([nH]c4ccccc34)C2C(C)(C)C)cc1 (stereo unspecified)	-0.4	1	22	-2.5	-0.3	0.0	-0.8	3	-7
CCCS(=O)(=O)N1CCN(C(=O)COc2ccc(-c3ccccc3)cc2)CC1	-0.8	-4	-3	-1.2	2.0	0.5	-0.2	0	-1
N#Cc1ccc(C(=O)Nc2cccc(S(=O)(=O)NC3=NCCC3)c2)cc1	.	-3	.	-0.1	-0.9	-0.7	0.5	-2	.
COc1ccc(C(=O)Nc2ccc(C3CC3(Cl)Cl)cc2)cc1 (stereo unspecified)	0.0	2	0	-3.7	0.8	-2.8	0.9	1	-6
O=C(NCC(=O)N1CCN(c2ccccc2)CC1)c1ccc(Br)o1	11	5	7	-3.5	-0.3	-1.1	-0.3	0	0
CC(C)(C)c1ccc(OCC(=O)Nc2ccncc2)c(Br)c1	-5.5	3	-18	-4.0	3.9	2.6	1.7	2	20
CCCOC(=O)c1ccc(NC(=O)c2cc(OC)c(OC)c(OC)c2Br)cc1	1.8	4	0	13*	7.4	-2.8	-1.0	-2	-4
CCC1Oc2ccccc2N(CC(=O)NCCCN2CCN(c3ccc(OC)cc3)CC2)C1=O (stereo unspecified)	-1.8	6	-4	-2.5	-2.0	0.5	-1.4	2	-4
COc1ccc(-c2nn3c(C4CCCCC4)nnc3s2)cc1OC	-0.4	11	2	-1.5	-0.3	-0.1	0.6	6	-3
CCSc1nnc(NC(=O)CSc2nc3c(cc2C#N)CCCC3)s1	2.2	3	12	0.3	0.7	-1.9	-1.2	13	7
COc1ccccc1CNC(=O)c1cccc(S(=O)(=O)N2CCCC2)c1	.	1	.	-0.8	0.2	.	1.2	0	.
Cn1c(=O)c2cc(S(=O)(=O)NCCC(=O)Nc3ccc(F)cc3F)ccc2n(C)c1=O	-0.8	-8	-8	-3.5	0.4	1.6	.	-2	-3
O=C(c1cc([N+](=O)[O-])cc([N+](=O)[O-])c1)N1CCN(C(=O)c2ccco2)CC1	0.1	-7	-7	-3.3	-0.7	-2.5	.	-2	-1
Cc1cc[n+](-c2nc3ccccc3nc2C(=C=[N-])C#N)cc1	1.1	10	-10	2.2	-0.4	-3.0	-3.5	-2	-11
CCn1c(CN2CCC(C)CC2)nc2cc(S(=O)(=O)N3CCCCC3)ccc21	-0.4	-6	7	-4.8	.	.	3.8	-2	-2
CCOC(=O)[C@H]1[C@H]2COc3ccc(Br)cc3[C@@H]2N2C(=O)c3cc(F)c(F)cc3NC(=O)[C@@]12C	0.3	16	-3	-3.1	2.4	-0.9	-2.6	7	3
Cc1cn(C(=O)c2cccc(Br)c2)c(C)n1	-1.0	9	-10	-1.4	-0.7	0.8	.	2	-3
Cc1cccn2c(=O)c3cc(C(N)=S)c(=N)n(CCCOC(C)C)c3nc12	41*	16	-57	-3.8	-0.1	2.3	-6.4	63*	-36
COc1ccc(-c2nc(N)nc(N)n2)c(O)c1	-0.2	3	2	-1.3	-1.1	-2.2	-3.4	5	-7
CCC(=O)N1CCn2c1nc1ccccc12	-0.6	1	-4	-0.6	-0.9	-3.3	-0.3	0	1
O=C(COc1cccc(Cl)c1)NCC(c1cccs1)N1CCOCC1 (stereo unspecified)	0.9	1	-13	-2.2	1.0	-0.6	-0.4	3	-7
O=C1C=C(c2ccc(Br)c3ccccc23)C[C@@H](c2ccc3c(c2)OCO3)C1	-0.6	18	1	-0.3	0.4	-1.6	-6.7	2	1
COc1ccc(C2=NN(C(=O)CCCC(=O)O)C(c3cn(-c4ccccc4)nc3-c3ccccc3)C2)cc1 (stereo unspecified)	-1.0	5	-1	6.0	2.0	-1.1	-0.8	11	-1
Cc1nc(SCC(=O)NC2CCCC2)c2oc3ccccc3c2n1	0.0	4	6	-0.2	.	.	-0.4	1	-9
FC(F)(F)c1cccc(NC(=S)NCc2ccccc2)c1	0.4	-11	10	-7.0	2.6	0.3	2.1	-1	0
CCOc1ccc(S(=O)(=O)n2c([N+](=O)[O-])cnc2C)c(C)c1C	-0.7	11	6	-1.3	-0.2	1.6	-1.2	0	-4
CC12C=CC3(CN(Cc4ccccc4)C(=O)C3C1C(=O)NCc1ccco1)O2 (stereo unspecified)	3.7	14	6	0.1	0.4	-0.8	.	2	-13
COc1ccc2c(c1OC)C(=O)N(c1cccc(C)c1)C2=O	0.1	15	-5	-0.1	-0.3	-0.1	.	3	4
Cc1onc(-c2ccccc2)c1C(=O)n1cccn1	0.3	-6	-7	-3.2	-0.1	-0.4	-0.5	5	-4
CCN(C(=O)c1cc2c(=O)n3cccc(C)c3nc2s1)C1CCCCC1	4.1	3	3	-8.5	-2.0	1.4	-0.5	4	-5
Cc1nn(-c2cc(N3CCOCC3)ccc2[N+](=O)[O-])c(=O)c2ccccc12	-1.0	12	0	-5.8	0.1	-1.0	-1.2	-5	1

The last two compounds of the part before lead into the next.
SMILES	BoNT-A LC inh2	GDH-TPI inh	BoNT-F LC inh	FadD28 binding	PfHsp40 yeast	Mtb UGM inh	BioA inh	FBA Mtb inh	Anthrax LF inh2
CCN(C(=O)c1cc2c(=O)n3cccc(C)c3nc2s1)C1CCCCC1	4.1	3	3	-8.5	-2.0	1.4	-0.5	4	-5
Cc1nn(-c2cc(N3CCOCC3)ccc2[N+](=O)[O-])c(=O)c2ccccc12	-1.0	12	0	-5.8	0.1	-1.0	-1.2	-5	1
CN(C)Cc1cc(CN(C)C)c(O)c(CCc2ccccc2)n1	0.2	-4	1	-2.3	-0.2	2.0	-0.3	1	-1
CC(=O)NC(=S)Nc1cc(C(=O)O)ccc1Cl	0.1	-2	4	-0.8	0.0	1.0	.	0	-1
COc1cc(Nc2cc(C)nc3ncnn23)cc(OC)c1OC	0.2	2	8	0.0	-1.3	-0.8	-5.1	5	2
Cc1nn(Cc2ccc(Cl)cc2)c2sc(C(=O)OCC(N)=O)cc12	-0.6	15	-2	-1.5	-1.1	0.9	-0.7	1	-6
COc1ccc(NS(=O)(=O)c2cc(NC(=O)c3ccccn3)ccc2OC)cc1Br	0.0	-3	-1	-2.5	0.3	-0.1	0.3	2	-3
O=C(Nc1ccc(S(=O)(=O)NCCc2ccccc2)cc1)c1ccncc1	9.0	4	16	-2.6	0.6	-2.1	4.0	3	4
CCC(C)NC(=O)c1c(N)n(CCCOC)c2nc3ccccc3nc12 (stereo unspecified)	7.6	4	6	-2.3	0.1	-1.5	2.4	94*	-12
COc1ccc(C2(C(=O)Nc3ccc(C)cc3)CCOCC2)cc1	0.0	-9	-2	-2.7	-0.8	1.1	0.7	1	-3
C=C(C)Cn1c(SCCN2CCOCC2)nc2c1c(=O)[nH]c(=O)n2C	-0.2	1	13	-1.6	-0.8	-0.3	3.0	-2	1
O=C(NCCC(=O)N1CCN(c2ccccc2O)CC1)c1ccc(Cl)cc1	.	5	.	1.2	0.1	2.0	.	0	.
COc1ccc(-c2csc(N3CCOCC3)n2)cc1OC	-0.9	-4	14	-2.6	0.4	-0.9	0.2	1	1
C=CCOc1c(Br)cc(CNc2ccc3[nH]c(=O)[nH]c3c2)cc1OCC	-0.4	14	5	-1.7	0.3	1.6	.	-1	2
CC1=NNC(=O)C1Br (stereo unspecified)	0.3	-4	0	-3.4	-0.5	.	.	0	-4
COc1ccc(OCc2cc(C(=O)N3CCCC(OC)C3)no2)c2ccccc12 (stereo unspecified)	0.6	-8	-6	-4.8	1.2	0.0	1.4	-1	-4
CNC(=O)CSc1nnc(C2CC2)n1-c1ccccc1	-0.6	2	-7	-1.1	-0.2	0.6	.	-2	3
COc1ccc(Cn2c(-c3ccco3)nc3oc4ccccc4c(=O)c3c2=O)cc1	-0.2	-3	-6	-0.5	0.2	0.5	-1.6	-4	8
CC(=O)Nc1nc(CCC(C)C)cc2c1c(=O)oc1ccccc12	0.9	3	11	-0.6	3.5	0.2	-1.8	12	-2
CC(=O)Nc1ccc(NC(=O)C(F)(F)F)cc1	?	9	-1	-1.9	-0.4	-1.0	-1.8	0	-1
COC(=O)[C@@H]1[C@@H](C#N)C2(c3ccccc3-c3ccccc32)N(c2ccc(Cl)cc2)N1C#N	-0.7	16	-23	-0.7	0.5	2.0	0.6	0	-2

Source: PubChem BioAssay (several laboratories)

Rows were taken by chance; about 4.7% have a hit in one of these screens.
